High-throughput results from PubChem BioAssay.
p53 reactivation = re-activators of mutant p53. H1299 p53-A138V BP100-luciferase reporter, luminescence, 24 h. Potency, µM (highest dose often 92.2 µM), for inactives: at the top dose activity change, positive = activation, usual class: activators. actives 0.063% (n = 320,000). AID 504706; also: % of control where 0% means no effect; nearly all actives have a fitted effect of over 45% in size
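p53-null H1299 cells stably carrying temperature-sensitive p53-A138V and a BP100-luciferase reporter were pinned with compounds (4-point, 1:5 series) and held 24 hrs at 37 deg C. Luminescence was read 10 min after detection reagent.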
ELG1 genotoxic = inducers of genotoxicity in HEK293T ELG1-luciferase cells | HEK293T ELG1-luciferase reporter, luminescence, 16 h | Potency, µM (top dose mostly 46 µM), for the others: top-dose activity change, positive = activation, usual class: activators | actives 1.3% (n = 330,000); also: % of control where 0% means no effect; nearly all actives have a fitted effect of over 60% in size
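HEK293T cells expressing luciferase-tagged ELG1 were treated with compound or DMSO for 16 hr at 37°C. Luciferase activity was then read after 30 min with ONE-Glo at room temperature; rising signal flags genetic stress.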
uPA surface inh = blocks generation of uPA at the cell surface | cell surface uPA generation assay, qHTS | Potency, µM (titrated, usually from 38.3 µM), inactives show at the highest dose activity change, negative = inhibition, most hits filed as inhibitors | actives 0.31% (n = 330,000) | AID 540303; active = well fitted inhibition curve with a large enough effect; inconclusive = small, poorly fitted or top-dose-only effect; inactive = no such curve, though single readings can be large or run the other way; tested in mouse RAW 264.7 cells; also: % is scaled to controls: 0 for no effect and ±100 for the full control effect; nearly all actives have a fitted effect of over 55% in size
Gal4-VP16 FLuc = counter-screen for ROR gamma inhibitors: Gal4-VP16 reporter; Drosophila S2 Gal4-VP16 UAS-luciferase, luminescence, 20 h; Potency, µM (highest dose often 53.6 µM), inactives show top-dose activity, negative = inhibition, usual class: inhibitors; actives 3.5% (n = 310,000); AID 2546;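 also: Gal4-VP16 expression switched on by copper sulfate through the metallothionein promoter; % is scaled to controls: 0 for no effect and ±100 for the full control effect; nearly all actives have a fitted effect of over 50% in size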
Rab9 promoter act = activates the Rab9 promoter; AID 485297; Huh7 Rab9 promoter-luciferase reporter, luminescence, 24 h; actives 2.8% (n = 320,000); Potency, µM (series often up to 9.22 µM), for inactives: at the top dose activation, negative = inhibition, usual class: activators; also: % of control where 0% means no effect; nearly all actives have a fitted effect of over 60% in size
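Luminescence from Amplite-detected luciferase (10 minutes, ambient) reports Rab9 promoter activation. Before that, stable Rab9-luciferase Huh7 cells (1500/well, reduced-serum OP-MEM I plus 10% FBS) were exposed to compound for 24 hours at 37C.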
BRCA1 expr act = BRCA1 expression activation; actives 1.1% (n = 380,000); Potency, µM (series often up to 46.1 µM), for the others: at the highest dose activation, most hits filed as activators; MCF7-BRCA1-FFLuc reporter, luminescence, 48 h; response scale: scaled: vehicle 0%, 10 µM genistein 100%; also: nearly all actives have a fitted effect of over 80% in size; some results filed as inactive show a strong effect at the top dose
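Quantitative HTS in MCF7 cells stably reporting BRCA1 expression via firefly luciferase. Compound treatment lasts 48 h at 37 °C in phenol-red free MEM. Activation is expressed relative to genistein at 10 microM and DMSO.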
RORg inh = inhibitors of mouse ROR gamma transcriptional activity; P51450; Drosophila S2 Gal4-RORgamma UAS-luciferase reporter, 20 h; Potency, µM (titrated, usually from 53.6 µM), inactives show at the top dose activity change, negative = inhibition, hits mostly inhibitors; actives 5.4% (n = 310,000); AID 2551; also: % is scaled to controls: 0 for no effect and ±100 for the full control effect; nearly all actives have a fitted effect of over 60% in size
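Drosophila S2 cells stably expressing Gal4-DBD/mouse RORγ fusion under metallothionein promoter plus UAS-luciferase; compound 1 h, then 700 uM CuSO4 induction for 20 h at ambient temperature; inhibition read as reduced luminescence.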
NPC1 promoter act = activates the NPC1 promoter | Huh7 NPC1 promoter luciferase reporter, 24 h | Potency, µM (top dose mostly 9.22 µM), without a hit: at the top dose activation, usual class: activators | actives 2.4% (n = 320,000) | AID 485313;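 also: % of control where 0% means no effect; nearly all actives have a fitted effect of over 60% in size; reporter is driven by a mutant NPC1 promoter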
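Readout is luciferase luminescence, reflecting NPC1 promoter activation in stably transfected Huh7 cells after 24 h compound exposure at 37 °C in reduced-serum medium with 10% FBS.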
FLuc modulator = counter-screen for miR-21 project: firefly luciferase inhibitors or activators | AID 588342 | P08659 | actives 6.9% (n = 360,000) | Potency, µM (series often up to 57.5 µM), for the others: at the highest dose activity change, negative = inhibition, hits mostly inhibitors | purified FLuc, Km substrates, luminescence inhibition;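 also: plate controls were vehicle for no effect and reference inhibitor for full effect; nearly all actives have a fitted effect of over 55% in size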
Target sequence (P08659 whole entry, looked up): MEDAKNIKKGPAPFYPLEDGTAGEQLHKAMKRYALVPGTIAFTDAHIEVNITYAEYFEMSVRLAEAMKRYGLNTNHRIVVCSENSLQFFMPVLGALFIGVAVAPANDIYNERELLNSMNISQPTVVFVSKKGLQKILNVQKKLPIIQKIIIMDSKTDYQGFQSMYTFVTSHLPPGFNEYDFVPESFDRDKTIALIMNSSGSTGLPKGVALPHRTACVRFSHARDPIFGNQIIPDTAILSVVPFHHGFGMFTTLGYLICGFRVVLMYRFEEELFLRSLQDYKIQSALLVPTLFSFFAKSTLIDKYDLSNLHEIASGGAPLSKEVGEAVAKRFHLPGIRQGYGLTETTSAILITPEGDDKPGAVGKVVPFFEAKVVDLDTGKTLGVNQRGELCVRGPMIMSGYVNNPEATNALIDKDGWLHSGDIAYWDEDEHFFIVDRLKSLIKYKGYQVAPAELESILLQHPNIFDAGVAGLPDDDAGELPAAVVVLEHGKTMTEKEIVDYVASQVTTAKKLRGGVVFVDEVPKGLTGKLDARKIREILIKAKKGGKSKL
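Biochemical qHTS of compounds, final roughly 60 µM downward over six points, against 10 nM purified firefly luciferase using Km concentrations of substrates (10 uM D-luciferin, 10 uM ATP) in Tris acetate pH 7.5 buffer; luminescence output.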
MBNL1 CUG block = inhibitors of human MBNL1 binding to CUG repeat RNA; TR-FRET MBNL1-His/biotin-(CUG)12 binding, 665/545 ratio; actives 0.036% (n = 280,000); Potency, µM (doses to about 57.5 µM), inactives show at the highest dose activity change, negative = inhibition, hits mostly inhibitors; active = well fitted inhibition curve with a large enough effect in the signal ratio, with a control signal flat, not every such curve was filed as active; inconclusive = small, poorly fitted or top-dose-only effect, or effect the other way, or a change in a side signal; inactive = no such curve, though single readings can be large or run the other way; the % refers to the signal ratio; also: % is scaled to controls: 0 for no effect and ±100 for the full control effect
Target sequence (Q9NR56 whole entry, looked up): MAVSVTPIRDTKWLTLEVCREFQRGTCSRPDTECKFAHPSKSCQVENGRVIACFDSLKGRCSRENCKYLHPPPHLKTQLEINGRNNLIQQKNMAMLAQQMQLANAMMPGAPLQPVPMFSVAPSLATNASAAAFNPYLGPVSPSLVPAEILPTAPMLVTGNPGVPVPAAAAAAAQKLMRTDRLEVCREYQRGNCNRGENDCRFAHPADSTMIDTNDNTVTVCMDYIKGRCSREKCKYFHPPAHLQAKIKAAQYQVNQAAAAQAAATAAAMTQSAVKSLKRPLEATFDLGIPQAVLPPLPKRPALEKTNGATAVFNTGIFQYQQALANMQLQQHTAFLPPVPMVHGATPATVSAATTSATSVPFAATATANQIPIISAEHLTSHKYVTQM
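Compounds (final 92 nM to 58 uM) are added to His-tagged MBNL1 and biotin-(CUG)12, then terbium anti-His antibody and streptavidin-XL665 (5 nM final). After 60 min at room temperature, the 665/545 nm ratio is read.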
* = called active by the depositor; ? = inconclusive; . = not tested or not shown; [ ] = dose if it differs, or a comment. Unless noted, calls follow the shape of the dose curve; as a rule, active = well fitted curve in the direction sought with a large enough effect; inconclusive = small, poorly fitted or top-dose-only effect, or another doubt; inactive = no such curve, though single readings can be large; an effect the other way counts as inactive or inconclusive. Potency is read from the fitted curve at half-maximal effect.

| item | Compound | p53 reactivation | ELG1 genotoxic | uPA surface inh | Gal4-VP16 FLuc | Rab9 promoter act | BRCA1 expr act | RORg inh | NPC1 promoter act | FLuc modulator | MBNL1 CUG block |
| --- | --- | --- | --- | --- | --- | --- | --- | --- | --- | --- | --- |
| 1 | CCN(CC)S(=O)(=O)c1ccc2c(c1)CC(C(=O)N1CCCC1)N2C(C)=O (stereo unspecified) | 9% | 0% | 16% | -16% | 0% | 2% | 0% | -7% | -1% | 7% |
| 2 | CCOc1ccc(OCC(=O)OC(C)C(=O)NC2CCCC2)cc1 (stereo unspecified) | 0% | 1% | 15% | . | . | 4% | . | . | . | . |
| 3 | O=C(CCn1cnc2ccccc21)N/N=C/c1ccccc1O | ? | ? | ? | 0.63µM* | -35%[inhibitor] | -28% | 0.45µM* | 1% | 8.5µM* | 21% |
| 4 | CC(=O)c1cccc(NC(=O)Cn2cnc(S(=O)(=O)N3CCc4ccccc43)c2)c1 | 3% | -6% | 5% | -5% | -8% | -21% | 10% | -6% | 5% | 4% |
| 5 | O=C(O)CSC1CC(=O)N(c2ccc(Cl)cc2)C1=O (stereo unspecified) | 0% | 2% | -1% | 2% | 0% | 10% | -11% | -4% | 7% | -7% |
| 6 | CCOC(=O)C(NC(=O)c1ccc(OC)cc1)(N1CCCC1=O)C(F)(F)F (stereo unspecified) | 0% | -1% | 8% | 2% | -4% | -6% | 10% | -10% | 0% | -4%[11.5 µM] |
| 7 | Cc1c(NC(=O)CS(=O)(=O)c2ccccc2)c(=O)n(-c2ccccc2)n1C | -5% | 2% | 0% | 5% | -2% | -19% | 14% | -3% | 1% | -6% |
| 8 | COc1ccc(N2CCN(C(=S)NC(=O)c3cccs3)CC2)c([N+](=O)[O-])c1 | -2% | -8% | -9% | 1.4µM* | -2% | 0% | 0.32µM* | -2% | -13% | ? |
| 9 | CCOc1ccc(C(=O)Nc2nnc(S(=O)(=O)Nc3ccccc3C)s2)cc1 | 3% | 0% | 1% | ? | 2% | -5% | 15% | -5% | -10% | 1% |
| 10 | O=C(CCNC(=O)c1ccccc1)N=Nc1c(O)[nH]c2ccccc12 | 1% | -3% | . | -12% | -2% | . | 29% | -2% | -11% | ? |
| 11 | O=C(CCS(=O)(=O)c1ccccc1)Nc1nc(-c2cccs2)cs1 | 4% | 2% | ? | 19% | -8% | -52% | ? | -9% | -3% | 39%[activator] |
| 12 | CC(C)CCNC(=O)c1ccc(CS(=O)(=O)Cc2ccccc2F)o1 | -7% | -1% | 12% | 1% | 2% | -5% | 22% | -4% | 7% | -1% |
| 13 | O=c1c(-c2ccccc2)coc2c(CN3CCCCC3)c(O)ccc12 | 2% | -2% | 10% | 0% | 2% | -8% | 11% | 3% | 1% | -1% |
| 14 | O=C(COc1ccc(Cl)cc1)OCc1csc(Nc2ccccc2)n1 | 4% | 2% | 9% | 19% | -2% | 12% | -14% | -1% | -17% | -2% |
| 15 | CC(C)(C)SCCNS(=O)(=O)c1ccc(F)cc1 | 5% | -2% | 0% | 8% | -7% | -19% | -6% | -3% | 1% | -5% |
| 16 | COc1ccc(C(=O)CCC(=O)NC2=NCCS2)cc1 | -4% | 8% | 10% | 0% | 2% | 4% | 3% | 5% | -6% | 6% |
| 17 | CN(C)c1ccc(C2NCC(CCl)O2)cc1 (stereo unspecified) | 1% | 2% | -2% | -4% | 4% | 0% | 2% | 1% | -6% | 9% |
| 18 | CCCSc1sc(C(=O)OC)c(-c2cccs2)c1C#N | 0% | 0% | 2% | 3% | -4% | -9% | -3% | 2% | -1% | 33%[activator] |
| 19 | CCn1c(COc2ccccc2C)nnc1SCC(=O)Nc1ccc2c(c1)OCCO2 | -1% | -2% | . | -4% | 10% | 1% | -1% | 0% | 2% | 1% |
| 20 | Cc1nn(C)cc1CNC(=O)c1ccc(Br)o1 | -9% | 0% | . | 2% | 4% | 18% | 24% | 0% | 1% | -2% |
| 21 | CN(CCC1CCOCC1)C(=O)C1CCC(=O)N(CCc2ccc(Cl)cc2)C1 (stereo unspecified) | 2% | -2% | 4% | -9% | -2% | 2% | -1% | -5% | -1% | 2% |
| 22 | C[C@H]1O[C@@H](n2cc(F)c(=O)[nH]c2=O)[C@H](O)[C@@H]1O | 0% | 10% | ? | -9% | 0% | 13% | -7%[10 µM] | -10% | -1% | . |
| 23 | COc1ccc(-c2noc(CN(C)Cc3ccc(C)o3)n2)cc1 | 6% | 4% | -3% | 0% | 0% | 31% | 4% | 1% | ? | -1% |
| 24 | CN(C)CCCN1C(=O)C2CCc3[nH]c4ccccc4c3C2C1=O (stereo unspecified) | -1% | 5% | 2% | -10% | -2% | 5% | 1% | 2% | -3% | -9% |
| 25 | O=C(Nc1cccs1)Nc1ccccc1Cl | 10% | ? | -11% | 11% | 22% | 27% | -39% | 14% | 27µM* | 3% |
| 26 | Cc1ccc(-c2noc(CSc3nnnn3C3CCCCC3)n2)cc1 | 13% | -2% | -1% | -6% | -5% | -3% | 26% | 1% | -13% | -5% |
| 27 | CCc1ccc(CCC(=O)Nc2ccc(C(C)=O)cc2)o1 | 6% | -2% | 6% | ? | -6% | 28% | ? | 1% | -5% | -3% |
| 28 | Cc1cc2oc(=O)cc(CN3CCN(Cc4ccc5c(c4)OCO5)CC3)c2cc1C | 11% | -6% | 0% | -3% | -1% | -6% | -25% | -4% | 1% | 5% |
| 29 | Cn1c(=O)[nH]c(=O)c2c1nc(NCc1ccco1)n2CCCc1ccccc1 | 4% | ? | -5% | 0% | 1% | -13% | 4% | 1% | 6% | -2% |
| 30 | Cc1ccc(N2C(=O)CC(N3CCSCC3)C2=O)c(C)c1 (stereo unspecified) | 1% | 0% | 0% | -4% | -6% | -12% | 16% | -1% | 3% | -13% |
| 31 | Cc1ccc(NC(=O)CSCC(=O)NC2CCCCC2)cc1 | -2% | -1% | -2% | -17% | 0% | 17% | -1% | 0% | -3% | -7% |
| 32 | COc1ccccc1/C=C/C=N/NC(=O)CCC1C(=O)NN=C1C (stereo unspecified) | -7% | 0% | 21% | 0% | 1% | -8% | -12% | 6% | -10% | ? |
| 33 | Cc1ccc(S(=O)(=O)N2CCCC2C(=O)OCc2ccco2)cc1 (stereo unspecified) | 24% | -4% | -17% | -25% | 0% | 1% | -10% | 1% | 8% | -1% |
| 34 | CCC(NC(=O)COc1ccc([N+](=O)[O-])cc1)c1ccccc1 (stereo unspecified) | -3% | -6% | . | -2% | -3% | . | 23% | 0% | 3% | 22% |
| 35 | CCOc1ccc(NS(=O)(=O)c2cc(C(=O)N3CCN(C(C)=O)CC3)ccc2Cl)cc1 | -2% | -1% | -2% | -3% | 5% | -10% | 9% | 4% | 5% | -6% |
| 36 | Cc1ccc(S(=O)(=O)N(C)CC(=O)N2CCOCC2)cc1 | -1% | 1% | 3% | 2% | -1% | -12% | -19% | -1% | 2% | -1% |

Ordered by formula weight (low to high): part of the list above
| item | Compound | p53 reactivation | ELG1 genotoxic | uPA surface inh | Gal4-VP16 FLuc | Rab9 promoter act | BRCA1 expr act | RORg inh | NPC1 promoter act | FLuc modulator | MBNL1 CUG block |
| --- | --- | --- | --- | --- | --- | --- | --- | --- | --- | --- | --- |
| 27 | CCc1ccc(CCC(=O)Nc2ccc(C(C)=O)cc2)o1 | 6% | -2% | 6% | ? | -6% | 28% | ? | 1% | -5% | -3% |
| 36 | Cc1ccc(S(=O)(=O)N(C)CC(=O)N2CCOCC2)cc1 | -1% | 1% | 3% | 2% | -1% | -12% | -19% | -1% | 2% | -1% |
| 23 | COc1ccc(-c2noc(CN(C)Cc3ccc(C)o3)n2)cc1 | 6% | 4% | -3% | 0% | 0% | 31% | 4% | 1% | ? | -1% |
| 34 | CCC(NC(=O)COc1ccc([N+](=O)[O-])cc1)c1ccccc1 (stereo unspecified) | -3% | -6% | . | -2% | -3% | . | 23% | 0% | 3% | 22% |
| 31 | Cc1ccc(NC(=O)CSCC(=O)NC2CCCCC2)cc1 | -2% | -1% | -2% | -17% | 0% | 17% | -1% | 0% | -3% | -7% |
| 24 | CN(C)CCCN1C(=O)C2CCc3[nH]c4ccccc4c3C2C1=O (stereo unspecified) | -1% | 5% | 2% | -10% | -2% | 5% | 1% | 2% | -3% | -9% |
| 33 | Cc1ccc(S(=O)(=O)N2CCCC2C(=O)OCc2ccco2)cc1 (stereo unspecified) | 24% | -4% | -17% | -25% | 0% | 1% | -10% | 1% | 8% | -1% |
| 26 | Cc1ccc(-c2noc(CSc3nnnn3C3CCCCC3)n2)cc1 | 13% | -2% | -1% | -6% | -5% | -3% | 26% | 1% | -13% | -5% |
| 29 | Cn1c(=O)[nH]c(=O)c2c1nc(NCc1ccco1)n2CCCc1ccccc1 | 4% | ? | -5% | 0% | 1% | -13% | 4% | 1% | 6% | -2% |
| 28 | Cc1cc2oc(=O)cc(CN3CCN(Cc4ccc5c(c4)OCO5)CC3)c2cc1C | 11% | -6% | 0% | -3% | -1% | -6% | -25% | -4% | 1% | 5% |
| 35 | CCOc1ccc(NS(=O)(=O)c2cc(C(=O)N3CCN(C(C)=O)CC3)ccc2Cl)cc1 | -2% | -1% | -2% | -3% | 5% | -10% | 9% | 4% | 5% | -6% |
